ZTA DNA inh: blocks Epstein-Barr virus ZTA, an EBNA-1 counter-screen | actives 0.15% (n = 320,000) | P03206 | ZTA-DNA binding, fluorescence polarization | inhibition, % at 11 µM; in the data active means inhibition above about 33%
EBNA-1 inhibitor: EBNA-1 DNA-binding inhibitors, primary screen, biochemical, fluorescence polarization. inhibition, % at 14.8 µM. actives 0.34% (n = 300,000); in the data active means inhibition above about 28%
PAD4 inh: human PAD4 inhibitors, primary screen, biochemical, fluorescence polarization, 1536-well format; Protein-arginine deiminase type-4 (Homo sapiens), Q9UM07; inhibition, % at 6.36 µM; recombinant PAD4, RCA probe fluorescence polarization; actives 0.41% (n = 330,000);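 active means percent inhibition above a cutoff equal to the mean of all tested compounds plus 3 SD, cut at about 15% in these data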;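 further: 0% = PAD4 with RCA probe and DMSO and 100% = probe without PAD4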
PAFAH1B3 inh: PAFAH1B3 enzyme inhibitors, primary screen, biochemical, fluorescence polarization, human | recombinant PAFAH1B3, FP-rhodamine probe | inhibition, % at 3.39 µM | actives 0.28% (n = 340,000);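 active means inhibition above the screen-wide average of all tested compounds plus 3 SD, cut at about 25% in these data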;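 further: 0% = enzyme with DMSO only and 100% = wells lacking PAFAH1B3 protein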
PAFAH2 FP inh: PAFAH2 enzyme inhibitors, primary screen, biochemical, fluorescence polarization, human | actives 0.99% (n = 340,000) | inhibition, % at 3.39 µM | recombinant PAFAH2, FP-rhodamine activity probe | AID 492956, 2010;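 active means inhibition above the mean over all tested compounds plus 3 SD, cut at about 30% in these data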;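 further: inhibitors block probe labeling of enzyme so polarization drops; 0% = enzyme with DMSO and 100% = wells lacking PAFAH2 protein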
LYPLA2 counter: LYPLA2 inhibitors, primary screen, counter-screen for PME1 inhibitor project, biochemical, fluorescence polarization, FP-Rh probe ABPP | Acyl-protein thioesterase 2 (Homo sapiens), O95372 | recombinant LYPLA2 | inhibition, % at 5.9 µM | actives 0.38% (n = 320,000) | AID 2177, 2009;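 active means inhibition above the screen-wide mean plus 3 SD, limit set per campaign, cut at about 26% in these data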;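 further: 0% = LYPLA2 with DMSO and 100% = wells lacking LYPLA2 enzyme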
GSTO1 inh: inhibitors of recombinant GSTO1, primary screen, counter-screen for RBBP9 inhibitor project, biochemical, fluorescence polarization; activity-based probe fluorescence polarization; inhibition, % at 5.96 µM; actives 1.1% (n = 300,000);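 active means inhibition above the campaign mean inhibition plus 3 SD, cut at about 35% in these data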;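 further: 0% = GSTO1-1 with DMSO and 100% = wells lacking GSTO1-1 enzyme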
PREPL inh: PREPL enzyme inhibitors, primary screen, biochemical, fluorescence polarization; recombinant PREPL, fluorescence polarization activity-based probe; actives 0.68% (n = 320,000); AID 2751, 2010; inhibition, % at 5.96 µM; Prolyl endopeptidase-like (Homo sapiens), Q4J6C6; in the data active means inhibition above about 43%;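 further: 0% = enzyme with DMSO and 100% = wells lacking enzyme; many of its hits are not listed in these tables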
Target sequence (Q4J6C6 whole entry, looked up): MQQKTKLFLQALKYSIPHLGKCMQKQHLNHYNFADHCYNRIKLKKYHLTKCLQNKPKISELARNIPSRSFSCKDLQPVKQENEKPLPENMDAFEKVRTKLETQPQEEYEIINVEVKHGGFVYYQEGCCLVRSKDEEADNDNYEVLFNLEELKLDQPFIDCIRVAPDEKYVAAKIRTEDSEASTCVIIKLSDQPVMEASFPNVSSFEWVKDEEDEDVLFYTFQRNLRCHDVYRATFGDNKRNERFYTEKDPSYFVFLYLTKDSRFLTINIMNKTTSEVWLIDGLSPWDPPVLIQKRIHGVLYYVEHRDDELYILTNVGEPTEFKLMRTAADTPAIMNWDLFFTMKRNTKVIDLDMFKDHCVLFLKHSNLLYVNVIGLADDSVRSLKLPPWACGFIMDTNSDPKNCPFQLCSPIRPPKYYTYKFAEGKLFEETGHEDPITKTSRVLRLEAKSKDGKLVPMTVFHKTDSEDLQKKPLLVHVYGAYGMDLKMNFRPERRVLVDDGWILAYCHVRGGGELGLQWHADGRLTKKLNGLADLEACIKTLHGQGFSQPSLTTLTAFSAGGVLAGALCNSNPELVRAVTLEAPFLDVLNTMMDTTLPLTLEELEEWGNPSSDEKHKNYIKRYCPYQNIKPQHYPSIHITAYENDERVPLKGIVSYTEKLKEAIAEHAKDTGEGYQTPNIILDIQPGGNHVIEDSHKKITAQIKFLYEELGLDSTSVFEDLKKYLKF
LYPLA1 inh: LYPLA1 inhibitors, primary screen, counter-screen for PME1 inhibitor project, biochemical, fluorescence polarization, FP-Rh probe ABPP; AID 2174, 2009; recombinant LYPLA1; actives 0.16% (n = 320,000); inhibition, % at 5.9 µM; Acyl-protein thioesterase 1 (Homo sapiens), O75608;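 active means inhibition above the mean of all tested compounds plus 3 SD, set per campaign, cut at about 14% in these data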;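 further: inhibitors block serine hydrolase probe labeling of LYPLA1 so polarization falls; 0% = enzyme with DMSO and 100% = wells lacking LYPLA1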
Target sequence (O75608 whole entry, looked up): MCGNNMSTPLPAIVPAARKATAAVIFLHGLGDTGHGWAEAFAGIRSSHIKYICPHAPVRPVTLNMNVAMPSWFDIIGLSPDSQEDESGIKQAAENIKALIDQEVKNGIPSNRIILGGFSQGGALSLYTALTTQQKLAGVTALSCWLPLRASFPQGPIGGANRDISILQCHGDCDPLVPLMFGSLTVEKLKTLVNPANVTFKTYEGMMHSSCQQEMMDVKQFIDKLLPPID
Active calls of the source: *; / = no result given. These rows are one share of the data; the hit share may differ from the screen's.

SMILES | ZTA DNA inh | EBNA-1 inhibitor | PAD4 inh | PAFAH1B3 inh | PAFAH2 FP inh | LYPLA2 counter | GSTO1 inh | PREPL inh | LYPLA1 inh
O=C(COc1ccc2ccccc2c1)Nc1ccc(S(=O)(=O)N2CCCCCC2)cc1 | -21 | 12 | -3 | 0 | -7 | -43 | -12 | -16 | -12
Cc1c(Cl)cnc(NC(=O)COC(=O)CCS(=O)(=O)c2ccccc2)c1Cl | 0 | 2 | 1 | -10 | 10 | -2 | 2 | -4 | 4
COc1ccc(-c2cc(C(=O)Nc3ccccc3SC)no2)cc1 | 1 | -4 | -1 | 2 | -1 | 2 | -2 | 14 | 0
Cc1occc1-c1nnc(-c2cc([N+](=O)[O-])cc([N+](=O)[O-])c2)o1 | 9 | -1 | 0 | / | / | 5 | 3 | 1 | 0
COC(=O)c1cc2occc2n1Cc1nc(-c2ccccc2C)oc1C | 1 | -3 | -6 | 8 | 4 | -4 | -1 | -2 | 0
COc1cccc(C(=O)O/N=C(\N)c2ccc(C)cc2)c1 | 9 | 11 | 2 | 16 | 6 | -3 | 2 | -8 | -4
COc1ccccc1/C=C1\SC(=S)N(C(C(=O)O)c2ccccc2)C1=O (stereo unspecified) | 12 | -9 | -8 | -5 | 5 | -5 | 0 | -9 | 0
FC(F)(Cl)c1nnc2ccc(Sc3ccccn3)nn12 | -22 | -2 | -1 | 9 | 4 | 10 | -3 | 16 | -2
CCOc1ccc(/C=C/C(=O)c2ccccc2)cc1OC | -22 | -5 | -2 | -3 | 1 | 9 | 3 | 4 | 2
CN(C)C(=O)c1ccc(Oc2ccc(C(=O)N(C)C)cc2)cc1 | -1 | 9 | -2 | -1 | -7 | 6 | 32 | 7 | 0
O=C(Cn1nnc(-c2ccccc2Cl)n1)N1CCN(S(=O)(=O)c2ccc(Cl)cc2)CC1 | 9 | 11 | -2 | 0 | 5 | -3 | -4 | 0 | -1
COc1ccc(-c2nc(-c3ccccn3)ncc2S(C)(=O)=O)cc1 | 4 | -5 | -1 | 6 | 9 | 6 | -2 | -1 | -1
O=C1CC(NC(=O)c2ccc(Cl)cc2)C(=O)N1 (stereo unspecified) | -2 | -21 | -4 | -1 | -1 | 1 | -4 | 3 | 1
CCC(OC(=O)c1ccco1)C(=O)NCc1ccc2c(c1)OCO2 (stereo unspecified) | -4 | -4 | 2 | 1 | -1 | -5 | 1 | -9 | -7
CCN1CCN(CCCNC(=O)c2ccc(CS(=O)c3ccc(Br)cc3)o2)CC1 (stereo unspecified) | -3 | 1 | 1 | 7 | -1 | 1 | 0 | 3 | -3
O=c1[nH]c(SCc2ccccc2)nc2[nH]ncc12 | -9 | 2 | 0 | 7 | -1 | -5 | 1 | -15 | -5
CCOC(=O)C1CCN(C(=O)CN2C(=O)C(CC)Oc3ccccc32)CC1 (stereo unspecified) | 3 | -11 | 2 | 0 | 0 | 3 | 7 | -5 | -2
O=C(N/N=C/c1c(O)n(-c2ccc(Cl)cn2)c(=O)c2ccccc12)c1ccncc1 | 9 | 7 | -6 | 21 | -21 | -9 | 4 | 6 | 2
CC(=O)CC(=O)NC1C2CC3CC(C2)CC1C3 (stereo unspecified) | 4 | -4 | 0 | 7 | -2 | 3 | -6 | 1 | 4
CCN(CC)CCCNC(=O)Cn1ccc2ccccc2c1=O | 7 | -6 | -3 | 3 | -4 | 1 | -12 | -1 | -1
CN=C1C([N+](=O)[O-])=CC=C2C1=NC1(CCCCC1)N2O | 17 | 2 | -2 | 6 | -2 | -5 | 12 | 5 | -2
Nc1cccnc1-n1nc(C(F)(F)F)cc1C(F)(F)F | -13 | 7 | -1 | -1 | -3 | 1 | 5 | -1 | -2
Cc1nc2sc3c(c2c(=O)n1/N=C/c1cccnc1)CCCC3 | 1 | 2 | 4 | 13 | 2 | 10 | 13 | 7 | -2
CCCC(c1nnnn1C1CCCCC1)N1CCN(C2CCCC2)CC1 (stereo unspecified) | -18 | -7 | -3 | -4 | 0 | 9 | 2 | 8 | 7
Cc1ccc(S(=O)(=O)NCc2ccccc2)cc1 | -17 | -10 | -5 | 11 | -5 | 10 | -5 | 5 | 5
O=C1C2C3C=CC(C4CC34)C2C(=O)N1/N=C/c1cccs1 (stereo unspecified) | 11 | -1 | 4 | 5 | -2 | 5 | 1 | -2 | -2
Cc1cc(C)n(-c2ccc(C(=O)NCc3cccs3)cc2)n1 | 11 | -7 | 1 | -2 | -6 | 5 | -3 | 11 | -1
COc1ccc(OC)c(C(c2nnnn2CCc2ccccc2)N2CCN(c3ccccc3)CC2)c1 (stereo unspecified) | -15 | -1 | -6 | -2 | 1 | 1 | -9 | 10 | -3
O=S(=O)(c1cccs1)N1CCN(CC(O)COc2cc(Cl)ccc2Cl)CC1 (stereo unspecified) | -24 | 2 | 3 | -2 | -2 | 7 | -1 | 11 | -2
O=c1[nH]c(CN2CCN(Cc3ccc4c(c3)OCO4)CC2)nc2ccccc12 | -1 | -3 | 5 | -2 | -1 | -1 | -3 | 9 | 2
CSc1ccccc1NC(=O)c1ccc([N+](=O)[O-])cc1 | -5 | -4 | 3 | 8 | 1 | 8 | -2 | 1 | 4
O=C(CCCOc1cccc(Br)c1)NCCOc1ccccc1 | 18 | 5 | 0 | 3 | 2 | -5 | -2 | -23 | -5
O=C(NCc1ccc(F)cc1)C1CCC(CNS(=O)(=O)c2cccs2)CC1 (stereo unspecified) | -15 | -4 | 2 | -9 | 16 | 6 | 9 | 8 | 1
CCN1CCN(c2nc(-c3cccs3)nc3ccccc23)CC1 | 1 | 2 | 5 | 15 | -4 | 10 | 2 | -8 | 0
COc1cccc(NC(=O)CN(C)C(=O)c2cc(-c3ccco3)nc3ccccc23)c1 | 3 | -4 | 0 | 8 | 8 | 6 | 8 | -2 | 3
CCOC(=O)N1CCC(NC(=O)CC(NS(=O)(=O)c2ccc(Cl)cc2)c2ccco2)CC1 (stereo unspecified) | -3 | -2 | -3 | 5 | 6 | 1 | 7 | 2 | 2
Cc1ccc(C2=NC(C(F)(F)F)(C(F)(F)F)c3c(n(-c4ccc(F)cc4)c(=O)[nH]c3=O)N2)cc1 | 6 | 0 | 4 | 4 | -5 | 13 | 5 | 8 | 3
CCOc1ccc(N(CC(=O)Nc2cccc(N(C)S(C)(=O)=O)c2)S(=O)(=O)c2ccccc2)cc1 | -10 | 4 | -7 | -6 | -6 | -3 | -6 | -2 | 0
CCCS(=O)(=O)N1CCC(C(=O)N2CCC(Cc3ccccc3)CC2)CC1 | -15 | -11 | -2 | 7 | -6 | 2 | 14 | 10 | -5
CSc1nc2ccsc2c(=O)n1-c1ccccc1 | -14 | -8 | -7 | 9 | -5 | -3 | 9 | 2 | 2
COCc1cc(=O)n2[nH]c(C(F)(F)F)nc2n1 | -20 | -7 | -5 | 8 | 5 | -3 | 11 | -2 | -1
Cc1cccc(/C=N/NC(=O)c2cc(-c3cccnc3)nc3c2c(C)nn3-c2ccccc2)c1 | -9 | -7 | -3 | 8 | -1 | -12 | -2 | -6 | -3
CC1CCN(C(=O)C2CCC(C)(C(=O)O)C2(C)C)CC1 (stereo unspecified) | 4 | 0 | 1 | 0 | -9 | 16 | 0 | 6 | 3
COc1cccc(NC(=O)C2=COCCO2)c1 | 9 | 9 | -3 | 7 | 6 | 3 | 0 | 2 | -1
CCN1CCN(S(=O)(=O)c2ccc(Cl)c(C(=O)N(CC)CC(=O)Nc3ccc(OC)cc3)c2)CC1 | 6 | 2 | 2 | 7 | 1 | -7 | -4 | 14 | -3
C=CCn1c(O)c(N=NC(=S)Nc2ccccc2F)c2ccccc21 | -10 | -11 | -9 | 8 | 3 | -10 | -14 | 12 | 4
Cc1cccc(C(=O)Nc2nnc(S(=O)(=O)N3CCCCCC3)s2)c1 | -8 | 2 | 6 | 3 | 2 | -4 | -127 | -7 | -2
CC(=O)Nc1ccc(NC(=O)COc2c(C)cc(Br)cc2C)cc1 | 3 | -9 | -5 | -1 | 6 | -1 | -6 | 9 | 2

Look-ups from the entries so far.
CC(=O)CC(=O)NC1C2CC3CC(C2)CC1C3 (stereo unspecified) in LYPLA2 counter = 3
COc1ccccc1/C=C1\SC(=S)N(C(C(=O)O)c2ccccc2)C1=O (stereo unspecified) in EBNA-1 inhibitor = -9
CN=C1C([N+](=O)[O-])=CC=C2C1=NC1(CCCCC1)N2O in LYPLA1 inh = -2

Next entries
SMILES | ZTA DNA inh | EBNA-1 inhibitor | PAD4 inh | PAFAH1B3 inh | PAFAH2 FP inh | LYPLA2 counter | GSTO1 inh | PREPL inh | LYPLA1 inh
O=C(Nc1c(C(=O)O)[nH]c2ccccc12)NC1CCCCC1 | -9 | -9 | -11 | -3 | 45* | 1 | -1 | 1 | 2
CC(=O)n1nc(-c2cccc(C)c2)nc1SCC(=O)Nc1ccccc1 | -5 | 6 | 1 | 6 | 0 | 1 | -4 | -10 | -2
CC(=O)c1cccc(NC(=O)Cn2nc(-c3ccc(Cl)cc3)ccc2=O)c1 | -2 | -1 | -4 | 0 | -16 | -9 | 5 | -14 | -4
COc1ccc(OC)c(C2CC(c3c(-c4ccccc4)c4cc(Cl)ccc4[nH]c3=O)=NN2S(C)(=O)=O)c1 (stereo unspecified) | 1 | -4 | -6 | -5 | -9 | 0 | -3 | -10 | -1
CN1CC(=O)N2[C@H](c3ccc4c(c3)OCO4)c3[nH]c4ccccc4c3C[C@@H]2C1=O | 4 | 2 | 1 | 9 | 4 | -3 | 7 | 12 | -1
Cc1cc(C)n(CC(O)COc2cccc(OCC(O)Cn3nc(C)cc3C)c2)n1 (stereo unspecified) | -6 | 7 | -4 | 1 | 2 | 8 | -3 | 2 | 4
O=C(NC1CCN(Cc2nnnn2CCc2ccccc2)CC1)c1ccccc1F | 1 | 1 | 0 | -4 | 3 | 9 | -3 | 26 | 3
O=C(CN1C(=O)C2C3C=CC(C3)C2C1=O)NCCC1=CCCCC1 (stereo unspecified) | 13 | -4 | 0 | 4 | 2 | -6 | 4 | -1 | 1
Cc1ccc(NC(=O)COC(=O)CNC(=O)c2ccc(Cl)cc2Cl)cc1S(=O)(=O)N1CCOCC1 | -21 | 0 | -3 | 2 | -4 | 0 | 1 | -15 | -1
CCCCCCc1cc2cc(-c3nnc(-c4ccccc4OC)o3)c(=O)oc2cc1O | 4 | 6 | 2 | -5 | -1 | -2 | -13 | 11 | 0
COc1ccccc1CNc1cc(-c2ccccc2)ccc1OC | 8 | -4 | -6 | -7 | 0 | -3 | 0 | 4 | 1
COc1ccc(C(C)NC(=O)c2ccc(Br)cc2)cc1OC (stereo unspecified) | -1 | 3 | -3 | 7 | 7 | 2 | 3 | 0 | -1
CCC(C)c1ccc(NC(=O)C2CCN(c3ccc(C(F)(F)F)cn3)CC2)cc1 (stereo unspecified) | -10 | 1 | -5 | 8 | 4 | 3 | 1 | 14 | 14
C=CCNC(=O)CN1c2cccc3cccc(c23)S1(=O)=O | 20 | -7 | -3 | 9 | 8 | 2 | 4 | 13 | 2
CSCCC(N=C(NS(=O)(=O)c1ccccc1)c1ccccc1)C(=O)O (stereo unspecified) | -8 | -2 | -4 | 5 | 2 | 6 | 7 | 17 | 2
CN(Cc1c(F)cccc1Cl)C(=O)C1CC(=O)N(CCc2ccccc2)C1 (stereo unspecified) | -1 | -9 | -1 | 6 | 0 | 3 | 5 | -2 | -1
